GAA glycogen mod: alters human alpha-glucosidase cleavage of glycogen. P10253. recombinant GAA, glycogen substrate, Amplex Red glucose oxidase fluorescence. Potency, µM (doses to about 76.4 µM), without a hit: top-dose activity change, negative = inhibition, actives largely listed as inhibitors. 0.38% of 300,000 active; active = well fitted inhibition curve with a large enough effect; inconclusive = small, poorly fitted or top-dose-only effect, or another doubt; inactive = no such curve, though single readings can be large or run the other way;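 note: 0% = full enzyme reaction and -100% = no-enzyme basal signal; the screen sought inhibitors and activators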
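Recombinant human alpha-glucosidase (4 nM final) hydrolysed bovine liver glycogen (30 ug) for 40 min at 37 C in pH 5.0 citrate/phosphate with 0.01% Tween-20. Released glucose detected by glucose oxidase/Amplex Red, Ex 573/Em 610 nm. Compounds up to 77 uM; AC50 from Hill fits.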
* marks the source's active call; other numbers are inactive results; ? = inconclusive; [ ] = dose if it differs, or a comment. Potency is the fitted concentration of half-maximal effect. A portion of the library, so the mix of outcomes need not match the whole.

Start of the data: the first 2 records, to show the layout:
no.	smiles	GAA glycogen mod
1	COc1ccc(CCNC(=O)c2coc3ccccc3c2=O)cc1OC	-7.9%
2	CCOc1ccc(NC(=O)C(=O)NCCN2CCN(C(=O)c3ccc(C)cc3)CC2)cc1	4.6%

The list itself, from the start:
no.	smiles	GAA glycogen mod
1	COc1ccc(CCNC(=O)c2coc3ccccc3c2=O)cc1OC	-7.9%
2	CCOc1ccc(NC(=O)C(=O)NCCN2CCN(C(=O)c3ccc(C)cc3)CC2)cc1	4.6%
3	CCOc1ccc(-c2c(=O)n(OCC)c3ccccc3[n+]2[O-])cc1	2.6%
4	O=C(NCCCO)c1cc2c(cn1)[nH]c1ccccc12	-1.1%
5	COc1ccc(C(=O)c2ccc(-c3ccc(OC)cc3)nc2)cc1	5.3%
6	O=C(CN1CCN(c2ccccn2)CC1)Nc1ccc(OC(F)(F)F)cc1	6.3%
7	CCc1nc(SCC(=O)Nc2ccc(F)cc2F)c2c(=O)n(C)c(=O)n(C)c2n1	3.9%[76.3 µM]
8	O=C(CCN1C(=O)C2CC=CCC2C1=O)Nc1nccs1 (centres undefined)	-0.6%[76.3 µM]
9	COc1ccc(OC)c(CCNC(=O)CCn2ccc3cc(S(=O)(=O)N4CCCC4)ccc32)c1	0.3%[76.3 µM]
10	O=C(c1ccccc1Br)N1CCc2c([nH]c3ccccc23)C1	-6.0%
11	CC(=O)c1ccc(S(=O)(=O)N(C)CCCC(=O)N(C)Cc2c(F)cccc2Cl)cc1	-9.6%[76.3 µM]
12	CSc1nc(C(=O)N2CCCC(Nc3ccc(C)c(C)c3)C2)cs1 (centres undefined)	0.2%[76.3 µM]
13	CC(=O)NC(CC(=O)NCc1ccncc1)c1ccccc1 (centres undefined)	-10.6%[76.3 µM]
14	CCCCOc1nc2ccccc2nc1NS(=O)(=O)c1ccc(F)cc1	-11.0%
15	CCOc1cccc(-c2c(C(=O)N/N=C(\C)c3ccncc3)nnn2-c2nonc2N)c1	-16.0%[76.3 µM]
16	CCCCN(CC)CCNC(=O)c1ccc2c(Cl)c3c(nc2c1)CCC3	-7.5%
17	Cc1cc(C)c(S(=O)(=O)c2ccccc2C(C)C)c(=O)[nH]1	1.7%
18	COc1ccc(OC)c(Nc2nc(C)nc3c2oc2ccccc23)c1	4.3%
19	COc1ccc2c(c1)O/C(=C\c1ccccc1C)C2=O	-9.3%
20	CCOC(=O)N1CCN(C(=O)c2ccc(CNS(=O)(=O)c3ccc(NC(C)=O)cc3)cc2)CC1	-26.7%[76.3 µM]
21	COc1ccc2oc(C(=O)OCC(=O)N3C(C)CCCC3C)c(C)c2c1 (centres undefined)	-1.4%[76.3 µM]
22	O=C(CCN1CCOCC1)NC1CCCN(Cc2ccccc2F)C1 (centres undefined)	6.9%[76.3 µM]
23	COc1ccc(N2CCN(C(=O)c3sc4ncn(CC(=O)N5CCCCC5C)c(=O)c4c3C)CC2)cc1 (centres undefined)	1.5%[76.3 µM]
24	CCCCn1c(N)c(Sc2ccccc2[N+](=O)[O-])c(=O)[nH]c1=O	1.7%
25	COc1cc(C2CC(c3c(C)cc(C)[nH]c3=O)=NN2c2ccccc2F)cc(OC)c1OC (centres undefined)	0.7%
26	COc1ccc(/C=C(\NC(=O)c2ccco2)C(=O)N2CCCCC2)cc1	5.5%[76.3 µM]
27	O=C(Cn1cc([N+](=O)[O-])cn1)NC1CCCCCC1	-19.3%
28	O=C(NCc1ccc(F)cc1F)Nc1cnccc1C(F)(F)F	3.7%
29	COc1ccc(SCCc2nnc(-c3ccccc3)o2)cc1	-0.7%
30	CCCCn1c(N)c(N(CC)C(=O)CSCc2c(C)noc2C)c(=O)[nH]c1=O	-13.6%[76.3 µM]
31	COc1ccc(N2CCN(C(=O)C3CCN(S(=O)(=O)c4ccc5c(c4)oc(=O)n5C)CC3)CC2)cc1	3.3%[76.3 µM]
32	O=C(CNC(=O)c1ccc(Br)cc1)NCC(=O)OCC(=O)c1ccc(F)cc1	2.4%[76.3 µM]
33	Cc1[nH]c2ccc(F)cc2c1CCN(Cc1cccnc1)C(=S)NC(C)(C)C	2.6%
34	CCC(NC(=S)NCc1ccc(F)cc1)c1ccc(C(C)C)cc1 (centres undefined)	-2.5%[76.3 µM]
35	CC(=O)c1c(O)c2cccc3c2n(c1=O)CCC3	2.8%
36	NC(=O)CSc1nnc(-c2ccccc2)c(-c2ccccc2)n1	-1.6%
37	CCOc1ccc(CCNC(=O)c2cc3c(s2)CS(=O)(=O)C3)cc1OCC	1.5%[76.3 µM]
38	O=C(Nc1ccc2c(c1)OCCO2)c1ccccc1	0.4%
39	O=C(Nc1ccc(C(=O)N2CCCCC2)cc1)c1cccs1	0.5%
40	O=C(NCc1ccccc1Cl)c1cnc2ccccc2n1	-1.9%[76.3 µM]

Quoted from the listing:
In GAA glycogen mod, O=C(Cn1cc([N+](=O)[O-])cn1)NC1CCCCCC1 reads -19.3%
In GAA glycogen mod, NC(=O)CSc1nnc(-c2ccccc2)c(-c2ccccc2)n1 reads -1.6%

(continued)
no.	smiles	GAA glycogen mod
41	O=C(Nc1cccc(NC(=O)C2CCCO2)c1)C1CCCO1 (centres undefined)	-5.2%[76.3 µM]
42	Cc1ccccc1CNS(=O)(=O)c1ccc2c(c1)C(C)(C)C(=O)N2C	-9.0%[76.3 µM]
43	Cc1cccc(C)c1OCC(=O)N/N=C/c1cccnc1	-6.3%
44	COc1cccc(NC(=O)C(=O)c2cn(CC(=O)N3CCCC3)c3ccccc23)c1	-15.6%[76.3 µM]
45	C[n+]1ccccc1/C=C/c1cc(Br)ccc1O	4.6%
46	COc1ccc2cc(C(=O)/C=C/c3cc(OC)c(O)c(OC)c3)ccc2c1	2.8%
47	O=C(CCc1nnc2n(Cc3ccccc3Cl)c(=O)c3ccccc3n12)NCCCN1CCOCC1	-5.5%[76.3 µM]
48	CCN(CC)CCN(C(=O)c1ccc(S(=O)(=O)N(C)C2CCCCC2)cc1)c1nc2ccc(OC)cc2s1	-6.2%[76.3 µM]
49	COc1ccc(CN2CCN(C(C)C(=O)N(C)Cc3cccc(F)c3)CC2)cc1OC (centres undefined)	-1.2%
50	COCCn1c(=S)[nH]c2cc(C(=O)N(CCO)Cc3ccccc3)ccc2c1=O	1.1%[76.3 µM]
51	COc1ccc(CNC(=O)C2CCCN(c3nn4c(=O)cc(C)nc4s3)C2)cc1 (centres undefined)	-0.7%[76.3 µM]
52	Cc1cc(OCc2cc(C(=O)NCC3(C)COC3)no2)cc(C)c1Cl	-0.9%[76.3 µM]
53	Cn1nccc1C(=O)N/N=C/c1c(O)ccc2ccccc12	-0.9%[76.3 µM]
54	CCOC(=O)c1c(-c2ccccc2)oc2ccc(OCC(O)CN(C)C)cc12 (centres undefined)	0.4%
55	CC(C)c1ccc2[nH]c3nc(SCC(=O)NC4CC4)nnc3c2c1	18.2%
56	S=C(NCCCc1ccccc1)Nc1ccc(Br)cc1	-14.7%[76.3 µM]
57	O=C(NCc1ccccc1Cl)C(=O)NCC1OCCN1S(=O)(=O)c1ccc(F)cc1 (centres undefined)	0.4%[76.3 µM]
58	CC(=O)Oc1ccc(N(C(C)=O)S(=O)(=O)c2ccc3ccccc3c2)cc1	3.0%
59	O=C(CNC(=O)C1CCCCC1)NCc1ccco1	-2.2%
60	CC(=O)c1ccc(N2CCN(S(=O)(=O)c3c(C(=O)N4CCCC4)c(C)n(C)c3C)CC2)cc1	1.7%[76.3 µM]
61	CCOc1ccccc1N(CC(=O)Nc1ccccc1C(=O)N1CCCC1)S(C)(=O)=O	2.5%
62	Cc1nc2ccccc2n1S(=O)(=O)c1cc(C(=O)O)ccc1Cl	-1.8%
63	COc1ccccc1/C=C1\N=C(C(C)(C)C)OC1=O	2.7%[76.3 µM]
64	Cc1ccc(S(=O)(=O)N2CCCC(C(=O)NCc3ccccc3F)C2)cc1 (centres undefined)	5.4%
65	Cc1ccc(NC(=O)CCC(=O)NNS(=O)(=O)c2ccc(Cl)cc2)cc1C	-2.5%[76.3 µM]
66	O=C(Nc1nc2ccccc2s1)Nc1ccc(F)cc1F	-0.9%[76.3 µM]
67	COc1cc(-c2c(NC(=O)c3ccco3)oc3c(C)cccc3c2=O)cc(OC)c1OC	-0.4%[76.3 µM]
68	COc1cccc(C(C(=O)NC2CCCC2)N(C(=O)CNC(=O)c2ccco2)c2cccnc2)c1 (centres undefined)	13.2%
69	O=C(CSc1nnc(-c2ccncc2)o1)Nc1nncs1	7.5%
70	CCn1nc(C)c(CN2CCCC(CNS(=O)(=O)c3ccc(OC)cc3)C2)c1C (centres undefined)	-5.1%[76.3 µM]
71	CC(=O)c1ccc(N2CCN(S(=O)(=O)c3c(C)[nH]c(C)c3C(=O)N3CCCC3)CC2)cc1	-2.0%[76.3 µM]
72	CC1(C)CC(NC(=O)C2CCN(S(=O)(=O)c3ccccc3C(F)(F)F)CC2)CC(C)(C)N1	-7.1%[76.3 µM]
73	O=C(Nc1ccc2c(c1)OCO2)c1ccccc1	2.3%
74	CCOc1ccccc1NC(=S)NC(=O)c1ccco1	-0.4%[76.3 µM]
75	CCOc1ccc(C(C(=O)NC2CCCCC2)N(C(=O)c2csnn2)C2CC2)cc1 (centres undefined)	0.0%
76	COc1cc(CN2CC(=O)N(c3ccc(C)c(Cl)c3)C2=S)cc(OC)c1OC	-1.2%
77	Cn1c(=O)c2c(nc(CN3CCN(C(c4ccccc4)c4ccccc4)CC3)n2CCCO)n(C)c1=O	4.3%
78	CCCC(C(=O)NC(C)(C)C)N(CCN1CCOCC1)C(=O)CNS(=O)(=O)c1ccccc1 (centres undefined)	0.4%
79	O=C(NCc1ccc(Cl)cc1)c1nccnc1CO	3.2%
80	O=C(O)c1ccc(CNC(=O)c2ccc3c(c2)C(=O)N(Cc2cccnc2)C3=O)cc1	?
81	O=C(CNC(=O)[C@@H]1Cc2ccccc2CN1)Nc1ccc2c(c1)OCO2	1.8%[76.3 µM]
82	CS(=O)(=O)Nc1ccc(C2=NN(C(=O)c3ccccc3)C(c3cccs3)C2)cc1 (centres undefined)	-9.5%
83	COCCNC(=O)c1ccc2c(c1)ncn2-c1cccc(C)c1	1.3%
84	CCOc1ccc(NC(=O)CN2CCN(CC(=O)Nc3ccccc3OC)CC2)cc1	-1.3%
85	Cc1c(CCC(=O)NCC(=O)NCC(=O)O)c(=O)oc2cc3oc4c(c3cc12)CCCC4	0.4%
86	CC(=O)Nc1nnc(SCC(=O)Nc2nc(C)cs2)s1	-8.1%[76.3 µM]
87	CCOC(=O)C1CCCN(C(=O)c2cc3ccc(OC)cc3[nH]2)C1 (centres undefined)	3.1%
88	Cc1cc([N+](=O)[O-])nn1CCCC(=O)Nc1ccc2c(c1)OCO2	-6.8%[76.3 µM]
89	COc1cccc(O)c1CN1CCC(C(=O)Nc2ccc(Oc3cccnc3)cc2)CC1	-16.2%[76.3 µM]
90	CCOC(=O)c1c(C)nn(-c2ccc(NC(=O)c3c(C)noc3C)cc2)c1C	-4.1%
91	COCCCNC(=O)c1ccc(CS(=O)(=O)c2ccccc2C)o1	-0.5%
92	CC(C)CCNc1ncnc2c1cnn2Cc1ccccc1Cl	-4.1%
93	CCc1nc(SCc2ccc(OC)c(Br)c2)n[nH]1	1.2%
94	COc1ccc(CN(CC(=O)NC2CCCC2)C(=O)CCC(=O)Nc2nc(C)cs2)cc1	1.3%[76.3 µM]
95	O=C(CSc1nnc(NC(=O)c2ccc(F)cc2)s1)NC1CCCC1	-1.1%[76.3 µM]
96	CCOc1cc(/C=C2\CN(C)C/C(=C\c3ccc(O)c(OCC)c3)C2=O)ccc1O	4.9%
97	Cn1cc(CNC(=O)c2cc(COc3ccc4c(c3)CCCC4)on2)cn1	1.3%[76.3 µM]
98	Cc1cc(C(=O)N2CCN(c3ccc([N+](=O)[O-])cc3)CC2)c(C)o1	2.1%[76.3 µM]
99	COc1cccc(CSc2nc3nc(C)cc(C)n3n2)c1	-1.7%
100	O=C(CN1C(=O)CCSc2ccc(S(=O)(=O)N3CCOCC3)cc21)Nc1cccc(F)c1	-0.8%[76.3 µM]

Later entries
no.	smiles	GAA glycogen mod
101	CCN(CC)CCN(C(=O)c1ccc2c(c1)OCCO2)c1nc2c(Cl)cccc2s1	0.8%[76.3 µM]
102	Cc1cc(C(=O)NC2CCCN(Cc3ccccc3F)C2)n[nH]1 (centres undefined)	0.1%[76.3 µM]
103	COCCNC(=O)CCc1nnc2ccc(N3CCC(C)CC3)nn12	5.7%
104	COCCNC(=O)C(=O)NCC1OCCN1S(=O)(=O)c1ccc(F)cc1 (centres undefined)	-3.7%[76.3 µM]
105	O=C(O)Cc1ccc(NC(=O)c2ccc3c(c2)C(=O)N(CC2CCCO2)C3=O)cc1 (centres undefined)	2.2%[76.3 µM]
106	Cc1c(C(=O)Nc2ccc3c(c2)OCCO3)cnn1C	3.3%
107	COc1ccc(Cl)cc1NC(=O)CN(C)Cc1cccs1	0.3%
108	O=c1[nH]cccc1-c1nc2ccccc2n1Cc1cccc(Cl)c1	-3.6%
109	O=C(CSc1nnc2c(n1)[nH]c1ccccc12)NC1CCCCC1	6.4%
110	CC(C)(C)C(=O)NNC(=O)C1CC1(c1ccccc1)c1ccccc1 (centres undefined)	-5.2%
111	CCOC(=O)c1c(NC(=O)C(NCCN(C)C)c2ccccc2)sc2c1CCCC2 (centres undefined)	2.3%
112	NC(=O)c1nsc(C(=O)N(CC(=O)NC2CCCCC2)c2cccc(F)c2)c1N	-0.1%
113	S=C(NCc1ccc(Cl)cc1)NCc1ccco1	1.5%[76.3 µM]
114	Fc1cccc(Nc2nc3ccccc3n3cnnc23)c1	4.5%
115	CCCCn1c(=O)[nH]c(=O)c2c1nc(-c1ccccn1)n2CC	0.0%
116	O=C1Cc2cc(S(=O)(=O)N3CCN(c4ccc([N+](=O)[O-])cc4)CC3)ccc2N1	8.23µM*
